# Screens from PubChem BioAssay.
# esBAF inh = inhibitors of esBAF chromatin remodeling in mouse ES cells; Bmi1-luciferase knock-in reporter, 24 h; 100% = twice the neutral-well signal; reporter increase, % at 12.5 µM; 350,000 tested, 2% active; AID 602393; in the data active means activation above about 40%;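 further: 0% = median of the plate's neutral control wells and 100% = double that signal; a rise in the Bmi1 reporter signal indicates esBAF inhibition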
# Casp6 inh = blocks human caspase-6 cleavage activity | P55212 | purified caspase-6, Z-VEID-R110 cleavage fluorescence | inhibition, % at 12.5 µM | 350,000 tested, 0.53% active;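 active means mean inhibition across replicates at least about 35%, with every replicate also reaching that limit, limit read from the data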;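 further: 0% = median of neutral control wells and 100% = no fluorescence left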
# Target sequence (P55212 24-179 limits assumed): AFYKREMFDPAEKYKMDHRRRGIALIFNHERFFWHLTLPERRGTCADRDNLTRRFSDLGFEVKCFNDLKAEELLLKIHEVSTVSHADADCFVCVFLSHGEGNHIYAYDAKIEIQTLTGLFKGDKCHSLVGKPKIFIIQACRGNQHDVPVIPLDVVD
# Target sequence (P55212 194-293 limits assumed): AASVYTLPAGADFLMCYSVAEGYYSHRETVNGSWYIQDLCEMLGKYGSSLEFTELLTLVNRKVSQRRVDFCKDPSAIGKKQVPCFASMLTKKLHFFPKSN
# C2C12 statin = suppressors of simvastatin-induced myotoxicity in C2C12 myotubes; rescue of ATP level, % at 7.49 µM; ATP luminescence, 48 h; scaled: DMSO 0, geranylgeraniol control 100; 330,000 tested, 0.78% active;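 active means mean ATP rescue above about 67%, or every replicate alone reaching that limit, limit read from the data, passing the limit was not always enough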;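 further: myotubes were challenged with 10 µM simvastatin during compound exposure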
# S100A4 inh HTS = blocks human S100A4 binding to myosin IIA peptide. P26447. S100A4/TAMRA-MyoIIA peptide fluorescence polarization. inhibition, % at 10.7 µM. 360,000 tested, 0.14% active. AID 652163;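 active means mean inhibition of at least 70% across replicates, with every replicate also reaching that level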
# Target sequence (P26447 whole entry, looked up): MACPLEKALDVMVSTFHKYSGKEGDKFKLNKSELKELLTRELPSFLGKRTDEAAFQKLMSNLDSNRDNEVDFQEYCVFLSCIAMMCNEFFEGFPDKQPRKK
#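 System – human S100A4 monomer protein, biochemical binding assay · Buffer or medium – Calcium-containing HEPES buffer, pH 7.2 · Timing – 5 min between mix addition and reading · Also added – TAMRA-labelled myosin IIA heavy-chain peptide probe, 5 nM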
# FN deposition inh = fibronectin deposition inhibition | AH1F fibroblasts, Alexa488-fibronectin deposition fluorescence, overnight | inhibition, % at 12.6 µM | 350,000 tested, 0.086% active;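 active means mean inhibition across replicates of 30% or more, regardless of how many single replicates reach that level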;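 further: positive control wells lacked labelled fibronectin entirely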
#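 Material: AH1F fibroblasts assembling fluorescent fibronectin matrix; amount: 10000 AH1F cells/well; medium: DMEM, 2% serum; reagent: Alexa488-fibronectin, 24 nM final in well; dosing: single compound dose, delivered by pin transfer; incubation: 1 h adhesion, overnight exposure; detection: fluorescence after three HBSS washes, excitation 485 nm, emission 525 nm; measure: fibronectin deposition inhibition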
# SIRT5 inh = blocks human SIRT5 desuccinylation of peptide; Q9NXA8; Purified SirT5, succinyl-peptide AMC, trypsin-coupled fluorescence; inhibition, % at 15 µM; 330,000 tested, 1.1% active; AID 652115; in the data active means inhibition above about 15%
# Target sequence (Q9NXA8 whole entry, looked up): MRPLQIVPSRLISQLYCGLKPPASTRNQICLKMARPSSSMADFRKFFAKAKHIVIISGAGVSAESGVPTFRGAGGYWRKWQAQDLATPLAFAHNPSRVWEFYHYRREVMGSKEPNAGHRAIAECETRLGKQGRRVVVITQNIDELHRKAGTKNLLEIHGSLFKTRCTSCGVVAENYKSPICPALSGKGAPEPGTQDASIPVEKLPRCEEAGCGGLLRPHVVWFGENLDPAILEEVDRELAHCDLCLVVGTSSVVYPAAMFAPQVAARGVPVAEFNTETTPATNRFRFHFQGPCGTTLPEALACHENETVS
# LGR2 antag = inhibitors of bursicon-induced Drosophila LGR2 receptor cAMP signaling | HEK293 LGR2, CRE-luciferase, bursicon-stimulated, 4 h | inhibition, % at 9.99 µM | 380,000 tested, 0.35% active;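 active means drop in luminescence signal, shown as inhibition above about 50% in the replicate tests, limit read from the data, passing the limit was not always enough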;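 further: agonist challenge used bursicon conditioned medium at about half maximal strength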
# Numbers without * were called inactive; / = no result given. Only part of the results is shown; count on the stated rates, not on these rows.
SMILES,esBAF inh,Casp6 inh,C2C12 statin,S100A4 inh HTS,FN deposition inh,SIRT5 inh,LGR2 antag
CCOC(=O)Cn1c(O)c(N=NC(=O)CNC(=O)Cc2ccccc2)c2ccccc21,-6,-2,21,1,1,1,-10
CCCCC(=O)Nc1c2c(nn1-c1ccc([N+](=O)[O-])cc1)CS(=O)(=O)C2,-6,-2,-1,1,-3,-1,1
CCOC(=O)c1ccc(NC(=O)Cn2c(C)nc3c(sc(=S)n3CC)c2=O)cc1,2,20,10,-1,7,-2,0
CCNC(=S)N(CCc1c(C)[nH]c2ccc(C)cc12)Cc1ccco1,5,3,-38,-13,-6,-2,-3
O=C1CSC(c2cccc([N+](=O)[O-])c2)N1CCN1CCCCC1 (configuration not stated),7,-1,-1,-4,2,-6,4
CNC[C@H]1Oc2ccc(NC(=O)Nc3c(C)noc3C)cc2C(=O)N([C@H](C)CO)C[C@H]1C,-3,1,-9,5,-13,-5,5
CCOC(=O)C1CCCN(c2c(N3CCN(c4ccccn4)CC3)c(=O)c2=O)C1 (configuration not stated),-3,1,-1,-1,-1,/,5
O=C(C[n+]1cc(Br)cc(Br)c1)c1ccc(-c2ccccc2)cc1,-9,2,3,0,-8,1,6
Cc1ccccc1N=Cc1cc2c(cc1[N+](=O)[O-])OCO2,-5,-1,-4,-3,-4,-1,4
Cc1ccc(N2CC(C(=O)N3CCC(C(=O)Nc4cccc(Br)c4)CC3)CC2=O)cc1 (configuration not stated),4,6,5,6,-20,2,-5
Cc1cc(NC(=O)CCC(=O)N(c2ccccc2)C(C(=O)NCC2CCCO2)c2cccnc2)no1 (configuration not stated),-5,/,-11,/,-19,/,/
CCCCn1c(N)c(N(C(=O)CSc2nncn2-c2ccccc2)C2CCCC2)c(=O)[nH]c1=O,-1,-1,-16,-1,-1,-1,-5
Cc1ccccc1NC(=O)C(c1ccccc1)C1CCCC1 (configuration not stated),/,-3,/,2,2,-4,9
O=Cc1ccc(OCCCOc2cccc3cccnc23)cc1,4,-1,9,-11,-4,0,-8
Cc1ccc(S(=O)(=O)CCC(=O)OCC(=O)c2ccc(C)c(C)c2)cc1,/,-1,/,1,1,-5,4
COc1ccc(Cl)cc1Nc1nc2ccc(C)cc2n2cnnc12,2,3,0,-4,0,-10,-2
CC(=O)N(C)c1ccc(NC(=O)C(Sc2ccccc2)c2ccccc2)cc1 (configuration not stated),/,-2,/,6,3,-5,6
Cc1ccc(N(CC2CO2)S(=O)(=O)c2ccc([N+](=O)[O-])cc2)cc1 (configuration not stated),-8,/,34,-29,-1,7,3
C[C@@H]1CN([C@H](C)CO)C(=O)c2cc(NS(=O)(=O)c3ccc(F)cc3)ccc2O[C@@H]1CN(C)CC1CCCCC1,2,1,0,6,/,-2,8
Nc1ccn([C@@H]2O[C@H](COS(=O)(=O)O)[C@@H](O)[C@H]2O)c(=O)n1,-7,4,2,-2,-3,-1,0
COc1ccc(CN2CCN(Cc3ccco3)CC2)cc1,6,-1,-2,0,-2,-1,22
COc1cccc(-c2ccc3c(c2)[C@H]2[C@H](CCN2C(=O)c2ccc(F)cc2)[C@H](CO)N3)c1,4,-4,15,-5,5,4,-4
Cc1ccnc(NC(=S)N2CCN(c3cccc(C(F)(F)F)c3)CC2)c1,-4,-4,-159,-2,-38,0,34
COCCn1c(=NC(=O)C(C)(C)C)sc2cc([N+](=O)[O-])ccc21,/,-2,/,-3,5,0,-19
CCOC(=O)c1cc2c(=O)n3ccccc3nc2n(CCCOC)c1=NC(C)=O,-7,/,6,/,5,/,/

# The final five records of the part above are carried over, then new ones follow:
SMILES,esBAF inh,Casp6 inh,C2C12 statin,S100A4 inh HTS,FN deposition inh,SIRT5 inh,LGR2 antag
COc1ccc(CN2CCN(Cc3ccco3)CC2)cc1,6,-1,-2,0,-2,-1,22
COc1cccc(-c2ccc3c(c2)[C@H]2[C@H](CCN2C(=O)c2ccc(F)cc2)[C@H](CO)N3)c1,4,-4,15,-5,5,4,-4
Cc1ccnc(NC(=S)N2CCN(c3cccc(C(F)(F)F)c3)CC2)c1,-4,-4,-159,-2,-38,0,34
COCCn1c(=NC(=O)C(C)(C)C)sc2cc([N+](=O)[O-])ccc21,/,-2,/,-3,5,0,-19
CCOC(=O)c1cc2c(=O)n3ccccc3nc2n(CCCOC)c1=NC(C)=O,-7,/,6,/,5,/,/
N#Cc1ccc(OCC(=O)NCCCN2CCCC2=O)cc1,3,-8,-10,7,1,/,6
CC(=O)NCCNc1nc2cc(-c3cc(F)ccc3C)sc2c(=O)n1C,-4,0,0,1,-13,-3,-4
C[C@@H]1O[C@@H](OC[C@H]2O[C@@H](Oc3c(-c4ccc(O)c(O)c4)oc4cc(O)cc(O)c4c3=O)[C@H](O)[C@@H](O)[C@@H]2O)[C@H](O)[C@H](O)[C@H]1O,3,3,2,-2,3,2,7
COc1ccc(CNC(=O)COc2cc3c(c4oc(=O)cc(C)c24)CCC(C)(C)O3)cc1,4,4,-10,28,/,-5,8
COC(=O)c1cc2c(c3c4ccccc4n(S(=O)(=O)c4ccccc4)c13)C(=O)N(C)C2,/,1,/,-8,2,/,-16
O=C(Nc1ccccn1)c1cccc(S(=O)(=O)N2CCCC2)c1,/,0,/,-1,-6,-1,0
CCOC(=O)CC1C(=O)NCCN1Cc1cccs1 (configuration not stated),-2,0,1,1,-10,0,24
COc1ccccc1C(=O)Nc1ccc2c(c1)C(=O)N(C)[C@H]1CC[C@H](CC(=O)Nc3cc(F)ccc3F)O[C@@H]1CO2,/,-3,/,2,1,1,2
COc1ccccc1N1CCN(C(=O)COc2cc(C)ccc2C)CC1,/,1,/,-5,0,-3,2
O=C(Nc1ccc(NC(=O)c2ccc([N+](=O)[O-])cc2[N+](=O)[O-])cc1)c1ccco1,1,4,-1,0,-3,-4,1
CN(NS(=O)(=O)c1ccc([N+](=O)[O-])cc1)c1ccccc1,10,-3,7,-5,16,-6,-77
O=Cc1cn(-c2ccccc2)nc1-c1ccncc1,4,-1,-10,-6,-7,4,-76
CC(C)C(=O)Nc1ccc2c(c1)oc1ccccc12,60*,/,-99,/,0,/,/
C[C@@H]1CCCCO[C@@H](CN(C)C)[C@H](C)CN([C@H](C)CO)C(=O)c2cc(NS(=O)(=O)c3ccccc3)ccc2O1,3,/,-25,/,-7,-2,5
COc1cc(NC(=O)COC(=O)c2ccccc2F)cc(OC)c1,4,-8,8,9,-2,-16,-22
O=C1Nc2cc(Cl)c(Cl)cc2N(O)N1c1ccc(Cl)cc1,10,0,13,-9,/,-2,-16
C[C@H](NC(=O)[C@H]1[C@H](CO)[C@H]2Cn3c(cccc3=O)[C@H]2N1S(C)(=O)=O)c1ccccc1,2,0,4,20,/,2,-21
CC=C1OC(n2cnc3c(N)ncnc32)C(O)C1O (configuration not stated),/,-2,/,-1,-8,-2,-3
CCCn1c(=N)n(CC(=O)c2ccc(Cl)cc2)c2ccccc21,-11,-18,-7,-3,10,13,10
CCOC(=O)c1sc2nc(C)nc(NCc3ccc(Cl)cc3)c2c1C,3,-2,-12,1,-4,-6,-11
Cc1cccc(C(=O)NCC(=O)OCc2cc(=O)n3ccsc3n2)c1,-3,-3,11,-5,/,5,3
CCCCCCCCCCCCN1CCSCCS1(=O)=O,/,3,/,-6,-7,5,-13
Cc1ccc(NC(=O)C2CCCN2S(=O)(=O)c2cccc3cccnc23)cc1F (configuration not stated),-3,5,4,6,-6,/,9
Cc1c(C(=O)OCC(=O)N2CC(=O)Nc3ccccc32)oc2ccc(Br)cc12,-8,/,-19,/,/,/,-10
Cc1cc(/C=C2\C(=O)NN(c3ccccc3)C2=O)c(C)n1-c1ccccc1O,58*,0,-1,0,3,12,-85
SMILES,esBAF inh,Casp6 inh,C2C12 statin,S100A4 inh HTS,FN deposition inh,SIRT5 inh,LGR2 antag
CCOC(=O)Cc1nn[nH]n1,/,-1,/,-6,5,-1,17
Cc1c(N=C/C=C2\N(C)c3ccccc3C2(C)C)c(=O)n(-c2ccccc2)n1C,1,-1,-6,-12,/,2,-20
O=C(CN1CCN(Cc2ccc(Cl)cc2)CC1)N1CCc2ccccc21,-2,-4,7,0,-1,-3,-9
CCOC(=O)c1ccc(NC(=O)c2sc3nc4n(c(=O)c3c2C)CCC4)cc1,3,0,14,5,2,-1,-11
C[C@H]1CCCCO[C@@H](CN(C)Cc2ccc(C(=O)O)cc2)[C@@H](C)CN([C@@H](C)CO)C(=O)c2cc(NS(=O)(=O)c3cccs3)ccc2O1,1,-2,/,-4,/,-1,4
CC(Oc1ccc(Cl)cc1Cl)C(=O)NNC(=O)c1ccncc1 (configuration not stated),-8,1,5,0,3,-1,2
C[C@H](CO)N1C[C@H](C)[C@@H](CN(C)C(=O)Nc2ccc(C(F)(F)F)cc2)Oc2c(NC(=O)C3CCOCC3)cccc2C1=O,4,0,-13,0,14,/,-4
Cc1ccccc1CN1CCN(C(=O)[C@H]2O[C@@H](n3cnc4c(N)ncnc43)[C@H](O)[C@@H]2O)CC1,-1,-1,5,4,-16,-1,0
O=c1c2ccccc2nc(/C=C/c2cccnc2)n1Cc1ccccc1,/,46*,/,-13,1,-2,/
O=C(CCNC(=O)c1ccc(Cl)cc1)Nc1ccccc1N1CCCCC1,9,1,1,2,-12,-1,5
CCOC(=O)c1c(NC(=O)OC)sc(C(=O)N(CC)CC)c1C,-3,/,-17,/,2,/,/
Cc1ccc(S(=O)(=O)N(C)C[C@H]2Oc3ccc(NC(=O)Nc4ccccc4)cc3CC(=O)N([C@H](C)CO)C[C@H]2C)cc1,3,-1,30,-9,/,0,-3
Cc1ccc(C(=O)NCc2ccco2)cc1,-2,-1,3,-4,-5,-3,9
CCN1CCN(c2ccc(S(=O)(=O)N3CCOCC3)cc2NC(=O)c2cccc([N+](=O)[O-])c2)CC1,/,2,/,-2,/,/,3
COc1ccc(NC(=O)N(C)C[C@@H]2OCCCC[C@@H](C)Oc3ccc(NC(=O)c4ccncc4)cc3C(=O)N([C@H](C)CO)C[C@@H]2C)cc1,4,/,/,/,3,/,4
CC(C)C(C)NC(=O)CN1C(=O)NC2(CCc3ccccc32)C1=O (configuration not stated),2,6,-12,-3,3,-2,11
O=C1CN(Cc2ccc(F)cc2)C[C@H]2[C@@H](c3ccc(-c4cccnc4)cc3)[C@H](CO)N12,/,1,/,2,/,0,0
COc1ccc(S(=O)(=O)N(C)C[C@H]2OCCCC[C@H](C)Oc3ccc(NC(=O)NC4CCCCC4)cc3C(=O)N([C@@H](C)CO)C[C@@H]2C)cc1,2,-3,/,-17,-10,9,-32
Cc1noc(C)c1NC(=O)Nc1ccc2c(c1)C(=O)N([C@@H](C)CO)C[C@@H](C)[C@H](CN(C)Cc1ccc(Cl)c(Cl)c1)OCCCC[C@@H](C)O2,10,-1,/,-4,/,7,9
COc1ccc(C(=O)COC(=O)c2ccccn2)c(OC)c1,21,-1,-2,-7,/,6,-35
Cc1onc(-c2ccccc2)c1C(=O)Nc1ccc(S(=O)(=O)N2CCCC2)cc1,/,2,/,-2,/,1,9
CCN(C(=O)COC(=O)c1cnccn1)c1cccc2ccccc12,2,0,1,0,12,-1,5
COc1ccc(OC)c(NC(=O)CN(Cc2ccccc2)S(C)(=O)=O)c1,/,-2,/,-2,/,1,-9
CC(=O)Nc1ccc(OCC(O)Cn2ccnc2)cc1 (configuration not stated),/,-3,/,0,/,-2,3
CC(=O)c1c(O)cc(C)n(Nc2nc(C)cc(C)n2)c1=O,6,/,-2,/,-1,/,/

# Given with values under each structure: entries from further up
# Under each structure: esBAF inh	Casp6 inh	C2C12 statin	S100A4 inh HTS	FN deposition inh	SIRT5 inh	LGR2 antag
> Cc1ccc(C(=O)NCc2ccco2)cc1
 : -2	-1	3	-4	-5	-3	9
> CCN1CCN(c2ccc(S(=O)(=O)N3CCOCC3)cc2NC(=O)c2cccc([N+](=O)[O-])c2)CC1
 : /	2	/	-2	/	/	3
> COc1ccc(NC(=O)N(C)C[C@@H]2OCCCC[C@@H](C)Oc3ccc(NC(=O)c4ccncc4)cc3C(=O)N([C@H](C)CO)C[C@@H]2C)cc1
 : 4	/	/	/	3	/	4
